# L3MBTL1 block: inhibitors of human L3MBTL1. AlphaScreen L3MBTL1–H3K9me1 peptide binding. Potency, µM (titrated, usually from 57.1 µM), inactives show at the highest dose activity, negative = inhibition, actives largely listed as inhibitors. 230,000 compounds, 0.66% hits; active means well fitted inhibition curve with a large enough effect; inconclusive means small, poorly fitted or top-dose-only effect; inactive means no such curve, though single readings can be large or run the other way; further: nearly all actives have a fitted effect of over 60% in size
# Target sequence (Q9Y468 whole entry, looked up): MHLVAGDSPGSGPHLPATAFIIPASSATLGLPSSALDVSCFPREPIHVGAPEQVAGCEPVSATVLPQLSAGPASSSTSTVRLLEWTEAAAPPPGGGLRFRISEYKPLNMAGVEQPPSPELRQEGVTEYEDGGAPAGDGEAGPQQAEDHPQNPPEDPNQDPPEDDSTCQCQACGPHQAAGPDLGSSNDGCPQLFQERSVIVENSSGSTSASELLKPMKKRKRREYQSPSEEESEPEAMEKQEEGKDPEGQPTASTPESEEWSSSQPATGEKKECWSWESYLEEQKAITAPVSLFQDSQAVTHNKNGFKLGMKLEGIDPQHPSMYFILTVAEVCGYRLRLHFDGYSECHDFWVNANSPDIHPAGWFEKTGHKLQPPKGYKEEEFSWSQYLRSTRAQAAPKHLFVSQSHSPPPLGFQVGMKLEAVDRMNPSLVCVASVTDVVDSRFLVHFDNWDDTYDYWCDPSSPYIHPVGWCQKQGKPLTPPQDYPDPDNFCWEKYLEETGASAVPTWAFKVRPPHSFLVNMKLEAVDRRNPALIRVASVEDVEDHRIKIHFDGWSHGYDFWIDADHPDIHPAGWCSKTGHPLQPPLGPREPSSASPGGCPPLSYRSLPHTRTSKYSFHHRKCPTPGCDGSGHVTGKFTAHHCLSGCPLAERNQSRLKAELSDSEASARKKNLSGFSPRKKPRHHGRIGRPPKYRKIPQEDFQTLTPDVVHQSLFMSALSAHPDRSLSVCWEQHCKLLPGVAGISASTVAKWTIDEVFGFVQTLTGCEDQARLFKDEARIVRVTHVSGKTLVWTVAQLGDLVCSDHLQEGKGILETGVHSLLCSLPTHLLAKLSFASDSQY
#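 AlphaScreen assay: L3MBTL1 (50 nM final) was preincubated 30 min at room temperature with biotinylated H3(1-15)K9me1 peptide (75 nM final), then 30 min with library compounds; streptavidin donor and nickel chelate acceptor beads (10 ug/mL final) added, 30 min dark.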
# The depositor's hits bear a star; ? = inconclusive; [ ] = another dose, or the depositor's remark. On the % scale 0 is the no-effect control and ±100 the full control effect; potency means the concentration at half of the fitted maximal effect.
SMILES,L3MBTL1 block
Cc1ccc(S(=O)(=O)NCCC(=O)N2CC(C)OC(C)C2)cc1C (centres undefined),2.2%
O=CN1CCN(C(=O)c2cccc([N+](=O)[O-])c2)CC1,0.2%[2.29 µM]
CCOc1ccc2oc(C(=O)OCC(=O)NCc3ccc(OC)cc3)c(C)c2c1,-5.9%
O=C(NCC1COc2ccccc2O1)c1cc(S(=O)(=O)N2CCOCC2)ccc1F (centres undefined),11.6%
COC(=O)c1cccc(NC(=O)CN2CCc3ccccc3C2)c1,5.3%
COc1ccc(OCCOC(=O)CCS(=O)(=O)c2ccc(C)cc2)cc1,-0.1%
CCCCN(C(=O)c1ccc2c(c1)OCO2)C1CCS(=O)(=O)C1 (centres undefined),9.1%
CN(C(=O)COC(=O)/C=C/c1ccc(Cl)c(Cl)c1)c1c(N)n(Cc2ccccc2)c(=O)[nH]c1=O,3.4%
CCN1C(=O)[C@@H]2[C@@H](c3ccc(-c4ccc5c(c4)OCO5)c(OC)c3)N3CCCC[C@@]3(C(=O)OC)[C@@H]2C1=O,-2.7%
CCN(C(=O)c1ccc2c(c1)OCO2)C12CC3CC(CC(C3)C1)C2,5.4%
Cc1ccccc1NS(=O)(=O)c1ccc(C(=O)NCC(c2ccco2)N2CCCCC2)cc1 (centres undefined),-8.9%
Cc1ccc(/C=C/C(=O)OCC(=O)NC(=O)NCc2ccccc2)cc1,1.6%
O=C(Nc1cc2c3c(c1)CC(=O)N3CCC2)C1CCCCC1,0.8%
O=C1CCc2cc(NS(=O)(=O)c3ccc([N+](=O)[O-])cc3)cc3c2N1CC3,0.3%
CCCCCc1nnc(NC(=O)C2=COCCO2)s1,3.2%
CCCCc1cc(=O)oc2c(C)c(OCC(=O)NCC3CCC(C(=O)O)CC3)ccc12 (centres undefined),0.7%
COC(=O)c1ccc2c(=O)[nH]c(COC(=O)c3cccc(S(=O)(=O)N4CCOCC4)c3)nc2c1,-2.0%
O=c1[nH]c(/C=C\c2ccc(O)cc2)nc(O)c1[N+](=O)[O-],-8.7%
CCN(CC(=O)Nc1c(F)cccc1F)C(=O)c1ccc(S(=O)(=O)N2CCCCCC2)cc1,-5.3%
N#Cc1ccc(S(=O)(=O)N2CCN(Cc3cccs3)CC2)cc1,1.9%
Cc1ccc(Cl)c(Cn2cnc3c(cnn3C(C)(C)C)c2=O)c1F,8.4%
O=S(=O)(Nc1ccc(S(=O)(=O)N2CCCC2)cc1)c1ccc(F)cc1F,4.8%
CN(c1ccc(F)cc1)S(=O)(=O)c1ccc(Cl)c(C(=O)NCc2ccco2)c1,-10.9%
NC(=O)CC(NC(=O)c1ccccc1)c1ccc(N2CCN(c3ccccn3)CC2)c([N+](=O)[O-])c1 (centres undefined),-1.3%
COc1ccc(C(C(=O)NCCC(C)C)N(CCO)C(=O)c2snc(C(N)=O)c2N)cc1OC (centres undefined),10.9%
# Following part.
SMILES,L3MBTL1 block
COc1ccc(C(=O)N(C)C2CCCN(Cc3ccccc3F)C2)cc1OC (centres undefined),-4.5%
COc1ccc(CC(=O)Oc2ccccc2[N+](=O)[O-])cc1,-3.1%
Cc1cc2c([nH]c3ccccc32)c(C)n1,1.7%
CCN1CCN(CCC(=O)Nc2ccc(Br)c(C)c2)CC1,4.6%
CC(C)(C)OC(=O)N[C@@H](Cc1ccccc1)C(=O)N[C@@H](CO)[C@H](O)[C@@H]1C[C@@H]1C(=O)NC1CCCCC1,11.7%
CCOC(=O)c1c(C)[nH]c(C)c1C(=O)COC(=O)CSc1ccc(C)cc1,?
C=CCNCc1ccc(C(=O)NCCCCCCC)cc1[N+](=O)[O-],4.3%
COc1ccc(S(=O)(=O)Nc2ccccc2N2CCOCC2)cc1OC,0.5%
O=C(NCC(c1ccco1)N1CCc2ccccc2C1)c1c(F)cccc1F (centres undefined),1.1%
CS(=O)(=O)c1ccc(Cl)c(NC(=O)C2CCCCN2S(=O)(=O)c2ccccc2)c1 (centres undefined),-1.2%
Cc1ccc(C(=O)c2c3ccccc3[n+]([O-])n2CCC(N)=O)cc1,0.3%
CC(C)CCCN1CCN=C1N(C)C,-1.9%
O=C(CN1CCCCC1)N/N=C/c1ccc(Cl)cc1Cl,5.0%
CCOc1ccc(OC(=O)c2cccc(S(=O)(=O)N3CCN(C)CC3)c2)cc1,-11.3%
CC(C)CN(C(=O)COC(=O)CCSc1ccc(F)cc1)c1c(N)n(Cc2ccccc2)c(=O)[nH]c1=O,4.2%
CC1=NN(C(N)=S)C(=O)C1N=Nc1ccc(Cl)cc1 (centres undefined),4.4%
CCc1ccc(NC(=O)CCC(=O)N2CCSc3ccccc32)cc1,-5.2%
CCOC(=O)C1CCN(C(=O)c2ccc(N3CCOCC3)c([N+](=O)[O-])c2)CC1,-0.2%
CC1CCC2(CC1)NC(=O)N(NC(=O)c1cccs1)C2=O (centres undefined),-4.3%
C=CCC[C@@H](Cc1ccc(F)cc1)C(=O)OC[C@@H](Cc1c[nH]c2ccccc12)NC(=O)[C@H](CC=C)CC(=O)N[C@H](CO)Cc1ccccc1,-0.5%
CC(=O)O[C@H]1[C@H](O)[C@H](Oc2c(O)c(C)c3c4c2[C@@H](C)CC[C@@H]4[C@@H](C)C[C@H]3C=C(C)C)O[C@@H](C)[C@H]1O,-9.0%
CCN(CC)c1ccc(NC(=O)COc2ccc(-n3cnnn3)cc2)cc1,-15.2%
S=C(NCCc1ccccc1)NCCN1CCOCC1,-1.0%
COc1ccccc1/C=C/C(=O)OCC(=O)NC1CC1,6.7%
CCN1CCN(CC(=O)Nc2nc3ccc(C)cc3s2)CC1,1.0%

# 5 entries already listed, ordered by the number in L3MBTL1 block, smallest number first.
SMILES,L3MBTL1 block
CCN(CC)c1ccc(NC(=O)COc2ccc(-n3cnnn3)cc2)cc1,-15.2%
CC(C)CCCN1CCN=C1N(C)C,-1.9%
CS(=O)(=O)c1ccc(Cl)c(NC(=O)C2CCCCN2S(=O)(=O)c2ccccc2)c1 (centres undefined),-1.2%
CCOC(=O)C1CCN(C(=O)c2ccc(N3CCOCC3)c([N+](=O)[O-])c2)CC1,-0.2%
CCN1CCN(CC(=O)Nc2nc3ccc(C)cc3s2)CC1,1.0%

# Remaining list, next part.
SMILES,L3MBTL1 block
O=C(NC1CCCCC1)c1n[nH]c2c1CC(c1ccccc1)CC2 (centres undefined),-1.4%
COc1ccc(C(=O)OCc2nnc(-c3ccccc3)o2)cc1S(=O)(=O)N1CCOCC1,-2.1%
CCN(C(=O)CSc1nc(-c2ccccc2)cn1N)c1c(N)n(Cc2ccccc2)c(=O)[nH]c1=O,-5.2%
O=C(CCSc1ccc(Cl)cc1)NC1CCCC1,7.7%
COc1cc(OC)cc(C(=O)NNC(=O)c2ccc3ccccc3n2)c1,4.9%
O=C(NCc1ccc2c(c1)OCO2)C(=O)Nc1cc2c3c(c1)CC(=O)N3CCC2,-4.3%
CN(C(=O)COC(=O)Cc1ccc(Cl)cc1)C1CCCCC1,2.8%
COc1cccc(N2CCN(C(=O)CN3C(=O)NC(C)(c4ccc5ccccc5c4)C3=O)CC2)c1 (centres undefined),-21.9%
Cc1[nH]n(S(=O)(=O)c2ccccc2)c(=O)c1N=Nc1cccc(Cl)c1,-1.6%
CC(C)(C)[C@H]1COC(=O)[C@@H](Cc2ccc(F)cc2)CC/C=C/C[C@@H](CC(=O)N[C@H](CO)Cc2ccccc2)C(=O)N1,3.1%
NC(=O)CC(NC(=O)Cc1cccc2ccccc12)c1ccc(NC2CCN(Cc3ccccc3)CC2)c([N+](=O)[O-])c1 (centres undefined),-7.2%
Cc1ccc(S(=O)(=O)CCC(=O)OCC(=O)N(Cc2ccccc2)C(C)C)cc1,-2.3%
CCOc1ccc(NC(=O)C2CC(=O)N(Cc3ccco3)C2)cc1 (centres undefined),0.8%
Cn1cccc1C(=O)OCC(=O)NCCc1ccccc1,1.1%
CCCCn1c(N)c(N(CCOC)C(=O)CN(C)S(=O)(=O)c2ccc(F)cc2)c(=O)[nH]c1=O,8.8%
Cc1ccc(S(=O)(=O)NCCC(=O)NCC(c2ccc(F)cc2)N2CCOCC2)cc1 (centres undefined),38.7%[activator]
CCCSc1nsc(NC(=O)Nc2ccc(F)cc2F)n1,42.3%[activator]
Nc1c(C(=O)Nc2ccc3c(c2)OCCO3)nnn1Cc1ccccc1Cl,3.5%
COc1cccc(/C=N/NC(=O)c2cc(-c3ccccn3)nc3ccccc23)c1O,-26.7%
COc1ccccc1N(C)S(=O)(=O)c1ccc(Cl)c(C(=O)N2CCC2)c1,2.2%
COc1ccc(Cl)cc1N(CC(=O)N1CCCCCC1)S(C)(=O)=O,5.2%
Cc1ccc(C)c(C(=O)CN2C(=O)NC3(CCc4ccccc43)C2=O)c1 (centres undefined),-1.1%
O=C(COC(=O)c1cccnc1Cl)Nc1cc(S(=O)(=O)N2CCCCCC2)ccc1Cl,1.4%
COc1ccc(N2CCN(C(=O)COC(=O)CCOc3ccc(C(C)(C)C)cc3)CC2)cc1,24.4%
COc1ccccc1NC(=O)Nc1nc(CC(=O)NC2CCCC2)cs1,8.5%

# Taken from above:
# `COc1ccc(S(=O)(=O)Nc2ccccc2N2CCOCC2)cc1OC` in L3MBTL1 block: 0.5%
# `O=C(NCC1COc2ccccc2O1)c1cc(S(=O)(=O)N2CCOCC2)ccc1F` (centres undefined) in L3MBTL1 block: 11.6%

# Next section:
SMILES,L3MBTL1 block
O=C(NCCS(=O)(=O)NCc1ccccc1Cl)c1ccccc1,31.3%[activator]
CCOC(=O)c1c(C)[nH]c(C(=O)COC(=O)c2cnccn2)c1C,-0.4%
COc1ccc(OCCCC(=O)Nc2cccc(S(=O)(=O)N3CCCCCC3)c2)cc1,-10.2%
COc1ccc(COC(=O)C2=C(C)NC(=O)NC2c2cccc(OC)c2OC)cc1 (centres undefined),-8.1%
Cc1cc(Br)c(NC(=O)CCNC(=O)OCc2ccccc2)cc1C,0.2%
O=C(NCCCn1ccnc1)c1ccc(COc2ccccc2)o1,-8.3%
CCCCN(C(=O)c1ccco1)C1CCS(=O)(=O)C1 (centres undefined),8.4%
COc1cccc(C(=O)OCC(=O)c2c[nH]c3ccccc23)c1OC,2.9%
Cc1cccc(OCc2nc3ccccc3n2C)c1,3.2%
O=C(Cc1cccc(NC(=O)C2CCN(C(=O)CCc3ccccc3)CC2)c1)Nc1cccc(C(=O)N2CCCC2)c1,-3.3%
Clc1ccc(CNCC2CCCO2)cc1 (centres undefined),-0.1%
O=C(CCCOc1ccccc1)NNC(=O)c1ccncc1,3.4%
CS(=O)(=O)N(CC(=O)N1CCN(Cc2ccccc2)CC1)c1cccc([N+](=O)[O-])c1,1.9%
CC(C(=O)Nc1ccc(F)cc1Cl)N1CCN(S(=O)(=O)c2cccs2)CC1 (centres undefined),-1.7%
CCC1(CC)NC(=O)N(CC(=O)OCC(=O)Nc2ncc(Cl)cc2Cl)C1=O,-7.8%
Cc1cc(C)cc(NC(=O)COC(=O)COc2cccc3c2OC(C)(C)C3)c1,3.8%
CC1CCC(NC(=O)c2cc(Cl)nc3ccccc23)CC1 (centres undefined),5.0%
Cc1ccccc1OCC(=O)Nc1ccc2[nH]ncc2c1,-1.9%
Cc1cc(C)n2nc(C(=O)Nc3cc(S(=O)(=O)N4CCCCC4)ccc3C)nc2n1,4.5%
Nn1c(SCC(=O)Nc2nccs2)nnc1-c1cccnc1,4.5%
CC(=O)N=C1C=CC(=CN(O)C(C)(C)Cc2ccccc2)C=C1,3.5%
Cc1ccc(C(=O)CCC(=O)NC2=NCCS2)cc1,-3.1%
CCC(Oc1ccccc1)C(=O)N(C)CC(=O)N(CC(C)C)c1c(N)n(CC(C)C)c(=O)[nH]c1=O (centres undefined),-2.4%
CC(OC(=O)c1ccc(CN2CCCC2=O)cc1)C(=O)Nc1ccc(Cl)cc1 (centres undefined),0.6%
CS(=O)(=O)N1CCN(C(=O)c2ccc3c(c2)OCCO3)CC1,0.4%

# Overlap with the part before: two compounds, then new ones.
SMILES,L3MBTL1 block
CC(OC(=O)c1ccc(CN2CCCC2=O)cc1)C(=O)Nc1ccc(Cl)cc1 (centres undefined),0.6%
CS(=O)(=O)N1CCN(C(=O)c2ccc3c(c2)OCCO3)CC1,0.4%
Cc1cccc(-n2c(SCC(=O)c3c(N)n(C4CC4)c(=O)[nH]c3=O)nnc2N2CCOCC2)c1,2.3%
CCOc1cc(/C=C2\NC(=O)NC2=O)ccc1OC(C)C(=O)O (centres undefined),8.0%
CN1C(=O)CSC1=Nc1cccc(C(=O)O)c1,3.8%
Cc1cccc(Nc2nc(N3CCOCC3)nc(N3CCOCC3)n2)c1,-2.8%
COc1ccc(NS(=O)(=O)c2cc(N)ccc2N2CCCCC2)cc1,-7.9%
Cn1c(=O)c2c(nc(NCCO)n2CCCc2ccccc2)n(C)c1=O,-10.1%
CCOc1ccccc1NC(=O)C1CCCN1S(=O)(=O)c1ccccc1C(F)(F)F (centres undefined),1.6%
CC(=O)Nc1ccc(S(=O)(=O)NCCC(=O)N2CCC(Cc3ccccc3)CC2)cc1,-4.5%
CC(=O)c1ccc(S(=O)(=O)NC2CC(=O)N(c3ccc(C)cc3)C2)cc1 (centres undefined),4.5%
Cc1nc(NCCc2ccccc2)c2nnn(Cc3ccccc3Cl)c2n1,9.6%
COc1cccc(NC(=O)N2CCCC2C(=O)NCc2ccc(Cl)cc2)c1 (centres undefined),3.5%
COc1ccc(Cl)cc1NC(=O)CN(C)C(=O)c1cccc2cccnc12,3.6%
CCCCn1c(N)c(N(CC)C(=O)c2cc(CC)c(C)s2)c(=O)[nH]c1=O,6.7%

# Gathered by group, the entries above containing a COOH group.
SMILES,L3MBTL1 block
CCCCc1cc(=O)oc2c(C)c(OCC(=O)NCC3CCC(C(=O)O)CC3)ccc12 (centres undefined),0.7%
CCOc1cc(/C=C2\NC(=O)NC2=O)ccc1OC(C)C(=O)O (centres undefined),8.0%
CN1C(=O)CSC1=Nc1cccc(C(=O)O)c1,3.8%

# From PubChem

# A portion of the library; rates above refer to the full screens.
